GCN5L2 inh – qHTS Assay for Inhibitors of GCN5L2 | Histone acetyltransferase KAT2A (Homo sapiens), Q92830 | GCN5L2 HAT assay, ThioGlo1 CoA-SH fluorescence | Potency, µM (highest dose often 58.9 µM), for the others: top-dose activity change, negative = inhibition, hits mostly inhibitors | 0.21% of 390,000 active | AID 504327, 2011
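Enzyme at 20nM final was mixed with library compounds for 15 min at room temperature. Peptide H3(1-25) at 75uM, acetyl-CoA at 70uM and ThioGlo1 at 50uM were then added. Plates were read immediately and after 20 min (Ex340nm/Em540nm).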
N370S GC mod – qHTS Assay for Inhibitors and Activators of N370S glucocerebrosidase as a Potential Chaperone Treatment of Gaucher Disease | Potency, µM (series often up to 59.4 µM), inactives show top-dose activity change, negative = inhibition, usual class: inhibitors | 0.092% of 330,000 active | N370S GC spleen homogenate, 4MU-glucoside fluorescence;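 further: 0% = full enzyme activity and -100% = no enzyme basal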
FEN1 inhibitor – qHTS Assay for the Inhibitors of Human Flap endonuclease 1 (FEN1). P39748. Recombinant FEN1 flap cleavage, fluorescence, 15 min. Potency, µM (highest dose often 114 µM), for the others: top-dose activity change, negative = inhibition, hits mostly inhibitors. 0.35% of 390,000 active. AID 588795, 2011; further: nearly all actives have a fitted effect of over 65% in size
Target sequence (P39748 whole entry, looked up): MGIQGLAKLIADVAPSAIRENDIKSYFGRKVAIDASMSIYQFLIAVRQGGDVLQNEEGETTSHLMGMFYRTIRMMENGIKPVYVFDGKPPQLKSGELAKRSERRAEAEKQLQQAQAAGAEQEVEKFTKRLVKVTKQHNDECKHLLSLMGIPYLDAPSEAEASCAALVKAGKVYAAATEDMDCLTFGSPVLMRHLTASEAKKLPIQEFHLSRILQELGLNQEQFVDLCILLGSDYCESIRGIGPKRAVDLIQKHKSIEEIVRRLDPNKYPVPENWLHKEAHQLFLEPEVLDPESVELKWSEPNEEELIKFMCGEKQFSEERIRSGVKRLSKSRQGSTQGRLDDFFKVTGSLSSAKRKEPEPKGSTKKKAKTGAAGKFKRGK
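Steps: FEN1 (10 nM) dispensed; compound added by pin tool; 15 min at room temperature; substrate added to 50 nM final; reads at 0 min and 15 min; data normalized and fitted (four-parameter Hill).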
* = called active by the depositor; ? = inconclusive; nt = no result given; & = joins results of further samples; [ ] = another dose, or the depositor's remark. The call rests on the fitted dose curve; in most records, active means well fitted curve in the direction sought with a large enough effect; inconclusive means small, poorly fitted or top-dose-only effect, or another doubt; inactive means no such curve, though single readings can be large; an effect the other way counts as inactive or inconclusive. Unless noted, on the % scale 0 is the no-effect control and ±100 the full control effect; potency means the concentration at half of the fitted maximal effect. Some of the compounds tested; the hit share may differ from the screen's.

The line under a structure holds: GCN5L2 inh, N370S GC mod, FEN1 inhibitor
COc1cccc(CC2(CO)CCN(S(=O)(=O)c3ccc(OC)cc3OC)CC2)c1
→ -13%, -4%, 10%
CCN(CC)CCCNC(=O)CSc1nc(-c2ccc(F)cc2)cc(C(F)(F)F)n1
→ -1%, -4%, 7%
COc1ccc(-c2nc3cnc(N4CCN(C)CC4)nc3n(C3CC3)c2=O)cc1
→ -11%, -1%, nt
O=C(c1cccc(OC2CCN(Cc3ccc(F)cc3)CC2)c1)N1CCCC1
→ -3%, -3%, 8%
O=C(NCc1cnc2ccccn12)C1CCC(=O)N(Cc2cccc(F)c2)C1 (stereo not drawn)
→ 1%, 0%, -2%
COCc1ccc(C(=O)Nc2ccccc2C(=O)NCc2cccnc2)cc1
→ -3%, -2%, -7%
Cc1onc(-c2ccccc2)c1-c1nc2ccccc2c(=O)o1
→ 4%, 9%, -7%
CCN(CC)CCn1c(NCc2cc(OC)ccc2OC)nc2ccccc21
→ 0%, -5%, 10%
COc1cccc(NC(=O)Cn2c(=O)n(-c3cccc(OC)c3)c(=O)c3c4c(sc32)CCCC4)c1
→ -7%, nt, 24%
COc1ccc(/C=N\N=C2/SC(CC(=O)O)C(=O)N2c2ccc(O)cc2)cc1 (stereo not drawn)
→ -11%, -24%, -14%
CSc1cc(-c2ccccc2)n(C)c(=O)c1C#N
→ 0%, -26%, -7%
CC(=O)Nc1ccc(S(=O)(=O)NC2(C(F)(F)F)C(=O)Nc3c2c(=O)[nH]c(=O)n3-c2ccc(C)c(C)c2)cc1 (stereo not drawn)
→ -5%, nt, -3%
Cc1cccc(N2CCN(S(=O)(=O)c3ccc4c(c3)C(C(C)C)C(=O)N4)CC2)c1C (stereo not drawn)
→ 1%, nt, 0%
CC(=O)Oc1cc2c(cc1Cl)C1(CC(c3ccccc3Cl)O2)CC(C)(C)NC(=S)N1 (stereo not drawn)
→ -4%, 0%, 2%
N#C/C(=C(/O)COC(=O)Cc1c[nH]c2ccccc12)c1nc2ccccc2[nH]1
→ -7%, -15%, -3%
Cc1ccc(S(=O)(=O)NCCC(=O)Nc2nccs2)cc1
→ -3%, 24%, 5%
O=C(NCC1CCCO1)/C(=C\c1ccco1)NC(=O)c1ccccc1 (stereo not drawn)
→ -14%, -13%, -6%
CC1CN(c2c(F)c(N)c3c(=O)c(C(=O)O)cn(C4CC4)c3c2F)CC(C)N1 (stereo not drawn)
→ -6%, -1%, nt
COC(=O)c1cc(C)sc1NC(=O)c1cccnc1
→ 2%, 6%, -5%
CCCCn1c(-c2cc(Cl)ccc2OC)n[nH]c1=S
→ nt, 3%, 1%

5 successive entries already listed, quoted:
The line under a structure holds: GCN5L2 inh, N370S GC mod, FEN1 inhibitor
Cc1ccc(S(=O)(=O)NCCC(=O)Nc2nccs2)cc1
→ -3%, 24%, 5%
O=C(NCC1CCCO1)/C(=C\c1ccco1)NC(=O)c1ccccc1 (stereo not drawn)
→ -14%, -13%, -6%
CC1CN(c2c(F)c(N)c3c(=O)c(C(=O)O)cn(C4CC4)c3c2F)CC(C)N1 (stereo not drawn)
→ -6%, -1%, nt
COC(=O)c1cc(C)sc1NC(=O)c1cccnc1
→ 2%, 6%, -5%
CCCCn1c(-c2cc(Cl)ccc2OC)n[nH]c1=S
→ nt, 3%, 1%

Three compounds from above, sorted by their value in N370S GC mod, lowest first:
compound | GCN5L2 inh | N370S GC mod
O=C(NCC1CCCO1)/C(=C\c1ccco1)NC(=O)c1ccccc1 (stereo not drawn) | -14% | -13%
CC(=O)Oc1cc2c(cc1Cl)C1(CC(c3ccccc3Cl)O2)CC(C)(C)NC(=S)N1 (stereo not drawn) | -4% | 0%
Cc1ccc(S(=O)(=O)NCCC(=O)Nc2nccs2)cc1 | -3% | 24%

(list continues)
The line under a structure holds: GCN5L2 inh, N370S GC mod, FEN1 inhibitor
CC1CCCN(CCCOc2ccc([N+](=O)[O-])cc2)C1 (stereo not drawn)
→ -2%, -3%, 6%
O=C(N/N=C/c1cccc2ccccc12)c1ccccc1Cl
→ -20%, 7%, ?
CCSc1ccc(/C(N)=N/OC(=O)c2cccs2)cn1
→ -14%, -4%, -11%
COc1ccc(CNC(=O)COc2ccc(S(=O)(=O)NC(C)C)cc2)cc1
→ -6%, 2%, 0%
CCCCC(=O)Nc1ccc(C(=O)NCCCn2ccnc2)cc1
→ -6%, -14%, -15%
O=C(Cc1c(F)cccc1Cl)Nc1nc2ccccc2s1
→ -1%, 9%, -22%
CCOC(=O)Cn1c(=O)oc2cc(S(=O)(=O)N3CCN(c4cccc(C)c4C)CC3)ccc21
→ -6%, nt, -18%
Fc1ccc2nc(N3CCCCC3)sc2c1
→ -1%, -11%, 0%
Cc1nn(CC(=O)OCCOc2ccc(Br)cc2)c(C)c1[N+](=O)[O-]
→ -7%, -1%, -19%
Cc1ccc(S(=O)(=O)Nc2ccc(NC(=O)CN3CCCCC3)cc2)cc1
→ 0%, -4%, -10%
COCCC1CCCCN1C(=O)c1ccc2nc(Cc3ccccc3F)oc2c1 (stereo not drawn)
→ -1%, -1%, -4%
Cc1ccc(C(=O)OCC(=O)NC(C)c2ccccc2)s1 (stereo not drawn)
→ 0%, nt, 1%
COc1cc(CNn2cnnc2)ccc1OCC(=O)NC(C)(C)C
→ -24%, 4%, 13%
Cc1ccc(S(=O)(=O)NCCC(=O)N2CCC(Cc3ccccc3)CC2)cc1
→ -7%, -18%, 2%
O=S(=O)(c1ccc(F)cc1)c1nc(-c2ccco2)oc1Nc1ccc(F)cc1
→ -4%, 10%, 0%
O=C1C2=C(CCCC2)C(=O)N1c1cccc(OCCBr)c1
→ -1%, 2%, 0%
CCOC(=O)c1ccccc1NC(=O)c1cccc(F)c1
→ -3%, nt, 2%
ClCc1c2ccccc2cc2ccccc12
→ ?, ?, -6%
COc1ccc(NC(=O)Nc2ccc(C(=O)N3CCOCC3)cc2)cc1
→ -6%, 7%, 7%
COCCN(C(=S)Nc1ccc(C(C)C)cc1)C(C)c1cccs1 (stereo not drawn)
→ -2%, 12%, -2%
O=C1CCCc2ccccc2N1Cc1ccc(Cl)cc1Cl
→ 12%, 6%, -13%
COc1cc(NC(=S)NCCC(c2ccccc2)c2ccccc2)c(OC)cc1Cl
→ -2%, 6%, -10%
Cc1cc(C(=O)Nc2cccc(O)c2)c(C)o1
→ -2%, 2%, 9%
O=C(O)C1CCCN(C(=O)NCc2ccccc2)C1 (stereo not drawn)
→ -2%, 2%, 10%
Cc1nc(NS(=O)(=O)c2ccc(Cl)s2)c2c3c(sc2n1)CCCC3
→ -5%, 19%, -8%
CNC(=O)c1sc2ncccc2c1-n1cccc1
→ -8%, nt, 8%
CC[n+]1ccc(/C=C/c2ccc(N(C)C)cc2)c2ccccc21
→ -4%, -17%, 40µM*
Cc1c(Cl)c([N+](=O)[O-])nn1CCCC(=O)Nc1cc(Cl)ccc1Cl
→ -6%, -7%, 6%
Cc1ccc(C)c(N2CCN(C(=O)c3ccc(CS(=O)(=O)c4ccc(Br)cc4)o3)CC2)c1
→ -7%, nt, 2%
Cc1ccc(-c2csc3ncnc(SCC(=O)NCc4ccc5c(c4)OCO5)c23)cc1
→ -11%, -12%, -14%
COC(=O)c1nc(N)sc1C
→ -8%, -8%, -3%
Cc1ccn2c(=O)nc(SCC(=O)NC3CCCCC3)nc2c1
→ -4%, -2%, -9%
CCOc1ccc(-c2cc(C(=O)NCc3ccc(C)cc3)c3ccccc3n2)cc1
→ -13%, nt, 16%
CC(C(=O)Nc1nc2ccccc2[nH]1)N1C(=O)C2CC=CCC2C1=O (stereo not drawn)
→ -5%, 5%, -1%
CCn1cc(CN2CCCC(CNS(=O)(=O)Cc3ccccc3)C2)cn1 (stereo not drawn)
→ -6%, 1%, -7%
COc1ccc(CC(=O)Nc2ccc(N3CCOCC3)cc2)cc1OC
→ -1%, -6%, 16%
Cc1cc(CNC(=O)c2ccc3c(c2)OCO3)c2ccccc2n1
→ -9%, 0%, 15%
CCCCN(C(=O)c1ccc(S(=O)(=O)N2CCOCC2)cc1)C1CCS(=O)(=O)C1 (stereo not drawn)
→ -12%, -3%, -1%
CCOC(=O)c1[nH]c(C)c(C(=O)N2CCN(c3cccc(Cl)c3)CC2)c1C
→ -3%, 11%, -2%
CC(Sc1nc(N(C)C)nc(N2CCOCC2)n1)C(=O)Nc1ccccc1 (stereo not drawn)
→ -5%, 27%, -4%
COc1cccc(OCCn2cc(C(=O)c3ccco3)c3ccccc32)c1
→ -15%, ?, -1%
Cn1c(NC(=O)Cc2cccs2)cc(=O)n(C)c1=O
→ -7%, 4%, -2%
CCOC(=O)c1c(C)oc2cc(Br)c(OCC(N)=O)cc12
→ 0%, 6%, -1%
O=C(Nc1cnn(Cc2ccc(Cl)cc2)c1)c1cnccn1
→ -6%, -2%, -3%
Cc1ccc(CN(C(=O)COc2ccc(C)c(C)c2)C2CCS(=O)(=O)C2)o1 (stereo not drawn)
→ 1%&-3%, 1%, 13%&-7%
CC1CCCCN1CCNC(=O)CC1Oc2ccccc2NC1=O (stereo not drawn)
→ 1%, -1%, -3%
COc1cccc(NC(=O)C2CCCN2C(=O)NC2CCCCC2)c1 (stereo not drawn)
→ -4%, -2%, 0%
COCCCNC(=O)C(C#N)c1nc2ccccc2nc1N1CCCC1 (stereo not drawn)
→ -7%, -23%, -4%
COc1ccc(-c2cccc(C3CC=CC4C3C(=O)N(Cc3ccccc3)C4c3cc(C)ccc3F)c2)cc1 (stereo not drawn)
→ 35%[activator], -1%, nt
O=C(CSc1nc(-c2ccco2)cc(C(F)(F)F)n1)NN1CCOCC1
→ -6%, 9%, -18%

(more compounds)
The line under a structure holds: GCN5L2 inh, N370S GC mod, FEN1 inhibitor
COc1cccc(CNS(=O)(=O)c2ccc(N3CCCCS3(=O)=O)cc2)c1
→ 25%, nt, 20%
COc1ccc(-n2c(=O)/c(=C\c3cccs3)s/c2=C(/C#N)C(=O)NCCN2CCOCC2)cc1
→ -8%, 2%, -2%
Cc1ccc2sc(NNC(=O)C3COc4ccccc4O3)nc2c1C (stereo not drawn)
→ -7%, ?, -17%
COC(=O)c1cccc(NC(=O)Cc2ccccc2[N+](=O)[O-])c1C
→ -15%, 12%, 3%
Cc1c(CCC(=O)NCCCC(=O)O)c(=O)oc2cc3oc4c(c3cc12)CCCC4
→ -12%, 0%, 4%
O=C(CSc1nc2ccc([N+](=O)[O-])cc2s1)NCC1CCCO1 (stereo not drawn)
→ 2%, -8%, -11%
CC(C)C1Cc2c(C#N)c(N)sc(=S)c2CO1 (stereo not drawn)
→ -16%, 2%, -6%
Cc1cc(=O)oc2cc(Oc3ccc([N+](=O)[O-])cc3[N+](=O)[O-])ccc12
→ 37%[activator], ?, -7%
O=C1N=C2N(CCN3CCCCC3)c3ccccc3N2/C1=C\c1ccc([N+](=O)[O-])o1
→ -3%, -7%, nt
O=C(Cc1ccccc1)Nc1cccc(N2C(=O)C=CC2=O)c1
→ ?, -1%, 8%
COC(=O)Cn1ccc2cc(S(=O)(=O)N3CCCCC3)ccc21
→ -5%&-2%, 4%, 5%&-1%
COc1cc(-c2coc3cc(OC)c(OC)c(OC)c3c2=O)cc(OC)c1OC
→ 15%, -6%, nt
COc1cc(-c2nc3ccccn3c2NCc2ccccc2)ccc1SC1CCCCC1
→ ?, -25%, ?
CCOC(=O)c1ccc(NC(=O)c2cc(OC)c(OC)c(OC)c2Br)cc1
→ 0%, 11%, 5%
CCc1ccc2[nH]c3nc(N/N=C/c4cccc(O)c4)nnc3c2c1
→ 2%, 0%, 5%
O=C(OCCOCCN=C1NS(=O)(=O)c2ccccc21)C1CC(=O)N(c2ccccc2)C1 (stereo not drawn)
→ ?, -1%, 7%
CC(=O)Nc1ccc(S(=O)(=O)NNC(=O)CCC(=O)Nc2cc(C)ccc2C)cc1
→ -3%, 10%, 7%
COc1cc(O)c2c(=O)c3c(O[C@H]4O[C@@H](CO)[C@H](O)[C@@H](O)[C@@H]4O)ccc(O)c3oc2c1
→ -5%, nt, -17%
COc1ccc(S(=O)(=O)Nc2cc(C)c(O)c(S(=O)(=O)c3ccccc3)c2)cc1
→ 2%, ?, 2%
CCOc1ccc(/C=C/c2nc(C#N)c(NCCCOC)o2)cc1
→ -3%, ?, 9%
CC(=O)c1cnc2cc(-c3ccccc3)nn2c1C
→ 0%, 3%, 0%
C=CCc1ccc(OCC(O)CN2CCCCC2C)c(OC)c1 (stereo not drawn)
→ 1%, -10%, -5%
Clc1ccc(CSc2snnc2-c2ccccc2)cc1
→ -7%, 10%, -3%
CN(C)/C=C\C(=C/C(=O)C(F)(F)F)Nc1ccccc1Oc1ccccc1
→ -6%, ?, -22%
Cn1cc([N+](=O)[O-])c(C(=O)Nc2ccc(C(=O)N3CCCCC3)cc2)n1
→ 1%, -18%, -10%

Screens deposited in PubChem by National Center for Advancing Translational Sciences (NCATS).
